TROY signal inh: TROY signaling inhibition | inhibition, % at 10 µM | actives 0.98% (n = 360,000) | AID 1347056 | Q293 LMP1-TROYcd NF-kB luciferase reporter, 4 h;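 active = compounds whose plate-normalised and pattern-corrected inhibition of the luciferase reporter signal at the single screening dose is 50% or more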
SRC1 inh: inhibits human SRC1 coactivator | Q15788 | HEK293 GAL4-SRC1 luciferase reporter, luminescence | inhibition, % at 3.6 µM | actives 0.12% (n = 360,000) | AID 588354;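 active = inhibition above the campaign mean plus 3 SD, with each screening campaign given its own cutoff, cut at about 60% in these data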;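 note: 0% = DMSO treated cells and 100% = gossypol at 36 µM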
NOD2 RIPK2 PPI: NOD2-RIPK2 protein interaction inhibition | O43353 | CHO BLA complementation NOD2-RIPK2, CCF4 ratio | inhibition, % at 4.98 µM | actives 0.38% (n = 360,000) | AID 624267; in the data active = inhibition above about 21%;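 note: 0% = vehicle only and 100% = reference blocker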
Exocytosis inh: blocks lytic granule exocytosis | TALL-104 LAMP-1 surface exposure, flow cytometry; cells stimulated with thapsigargin and PMA | inhibition, % at 10 µM | actives 0.66% (n = 360,000) | AID 651702;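 active = inhibition above about 55%, limit read from the data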
TWEAK-Fn14 inh: blocks TWEAK-Fn14 interaction in a reporter cell assay | inhibition, % at 10 µM | actives 2% (n = 360,000) | TWEAK-stimulated Fn14 reporter cells, luciferase luminescence, 8 h; in the data active = inhibition above about 50%
NR2F2 inh: NR2F2 (human) inhibition, primary screen; P24468; HEK293T NGFI-A luciferase reporter, luminescence; inhibition, % at 8.6 µM; actives 0.7% (n = 370,000);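 active = inhibition above a per-plate cutoff, mean inhibition of test wells between control levels plus 3 SD, cut at about 38% in these data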;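 note: cells cotransfected with COUP-TFII expression vector driving the NGFI-A reporter; 0% = median of COUP-TF2 test wells and 100% = reporter-only cells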
LRH-1 inv ag: suppresses constitutive activity of human LRH-1. O00482. HEK293T StAR-luciferase reporter, LRH-1 transfected, 24 h. inhibition, % at 3.6 µM. actives 0.13% (n = 360,000);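 active = inhibition above the mean inhibition of all tested compounds plus 3 SD, cut at about 73% in these data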;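 note: 0% = DMSO wells and 100% = reporter-only cells lacking LRH-1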
SRC2 inh: human SRC2 (NCOA2) inhibition | Q15596 | HEK293 GAL4-SRC2 luciferase reporter, luminescence | inhibition, % at 9 µM | actives 0.17% (n = 370,000) | AID 651957;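 active = inhibition above the mean inhibition of all tested compounds plus 3 SD, set per campaign, cut at about 52% in these data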;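 note: 0% = DMSO treated cells and 100% = cells given Gossypol at 36 µM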
TLR9-MyD88 inh: TLR9-MyD88 interaction inhibition; Q9NR96+Q99836; inhibition, % at 4.98 µM; AID 504734; actives 0.21% (n = 340,000); CHO BLA complementation TLR9-MyD88, CCF4 FRET ratio;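 active = inhibition above the mean over all tested compounds plus 3 SD, cut at about 21% in these data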;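 note: 0% = DMSO only wells and 100% = clavulanate BLA inhibitor control wells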
NCOA3 inh: human NCOA3 inhibition; HEK293 GAL4-SRC3 luciferase reporter, luminescence; actives 0.17% (n = 360,000); AID 588352; inhibition, % at 3.6 µM; Q9Y6Q9;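 active = inhibition above a per-campaign cutoff, the mean of all compounds plus 3 SD, cut at about 60% in these data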;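 note: 0% = DMSO-treated cells and 100% = gossypol-treated cells at 36 µM; higher means less SRC3-driven luciferase light from the GAL4 reporter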
Target sequence (Q9Y6Q9 whole entry, looked up, the tested form may be a part): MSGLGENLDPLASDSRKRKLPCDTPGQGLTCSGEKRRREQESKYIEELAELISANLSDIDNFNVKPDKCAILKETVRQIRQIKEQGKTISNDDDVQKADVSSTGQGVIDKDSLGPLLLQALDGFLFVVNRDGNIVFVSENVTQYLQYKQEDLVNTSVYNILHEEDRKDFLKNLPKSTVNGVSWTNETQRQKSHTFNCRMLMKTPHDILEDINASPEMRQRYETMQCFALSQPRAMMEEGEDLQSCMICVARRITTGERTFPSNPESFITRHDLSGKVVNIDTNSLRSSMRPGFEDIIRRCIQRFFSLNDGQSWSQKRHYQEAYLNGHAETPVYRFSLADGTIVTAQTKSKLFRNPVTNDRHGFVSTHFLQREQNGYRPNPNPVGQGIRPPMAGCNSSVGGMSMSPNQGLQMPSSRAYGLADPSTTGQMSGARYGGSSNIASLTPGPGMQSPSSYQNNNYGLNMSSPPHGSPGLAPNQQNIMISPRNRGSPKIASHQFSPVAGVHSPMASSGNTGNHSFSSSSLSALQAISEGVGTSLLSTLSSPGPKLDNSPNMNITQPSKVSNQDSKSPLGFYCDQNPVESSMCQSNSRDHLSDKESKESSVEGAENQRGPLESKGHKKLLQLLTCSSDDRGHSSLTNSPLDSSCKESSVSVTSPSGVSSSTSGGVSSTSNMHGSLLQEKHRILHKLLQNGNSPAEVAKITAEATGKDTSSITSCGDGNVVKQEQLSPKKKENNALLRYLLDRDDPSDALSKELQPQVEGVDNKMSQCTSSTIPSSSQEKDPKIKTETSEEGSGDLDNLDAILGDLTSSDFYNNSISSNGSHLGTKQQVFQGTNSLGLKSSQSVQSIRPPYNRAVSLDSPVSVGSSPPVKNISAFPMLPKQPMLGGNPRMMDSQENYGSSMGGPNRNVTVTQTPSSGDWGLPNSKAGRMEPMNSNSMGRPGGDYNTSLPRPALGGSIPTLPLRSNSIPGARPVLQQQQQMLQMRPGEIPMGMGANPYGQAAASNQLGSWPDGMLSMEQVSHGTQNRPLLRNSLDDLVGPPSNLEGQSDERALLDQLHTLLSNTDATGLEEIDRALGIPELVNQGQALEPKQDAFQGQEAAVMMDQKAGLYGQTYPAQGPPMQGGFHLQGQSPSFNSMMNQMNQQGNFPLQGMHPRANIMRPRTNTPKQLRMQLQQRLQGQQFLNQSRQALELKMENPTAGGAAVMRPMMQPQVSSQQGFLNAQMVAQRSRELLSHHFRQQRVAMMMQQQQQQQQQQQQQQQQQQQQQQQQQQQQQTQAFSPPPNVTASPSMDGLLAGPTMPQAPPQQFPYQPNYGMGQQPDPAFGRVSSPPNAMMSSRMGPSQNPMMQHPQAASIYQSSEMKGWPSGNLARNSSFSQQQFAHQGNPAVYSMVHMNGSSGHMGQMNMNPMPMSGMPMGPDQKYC
ABHD5 PLIN5 PPI: ABHD5-PLIN5 protein interaction inhibition | actives 0.78% (n = 360,000) | Split G. princeps luciferase complementation, luminescence, 4 h | AID 602281 | Q00G26+Q8WTS1 | inhibition, % at 4 µM;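 active = inhibition above the mean inhibition across every tested compound plus 3 SD, cut at about 22% in these data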;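 note: 0% = DMSO only wells and the 100% control is not disclosed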
* = called active by the depositor; nt = not tested or not shown. An excerpt; count on the stated rates, not on these rows.

SMILES	TROY signal inh	SRC1 inh	NOD2 RIPK2 PPI	Exocytosis inh	TWEAK-Fn14 inh	NR2F2 inh	LRH-1 inv ag	SRC2 inh	TLR9-MyD88 inh	NCOA3 inh	ABHD5 PLIN5 PPI
O=C(CSc1ccccc1)Nc1ccc(NC(=O)c2ccco2)cc1	-10	-29	3	-3	-3	-8	-46	1	2	-21	-18
CCN(C[C@H]1N[C@@](Cc2ccccc2)(C(=O)OC)[C@H]2C(=O)N(C)C(=O)[C@@H]12)S(=O)(=O)c1ccccc1	0	8	6	2	-5	6	18	-5	-7	16	6
CC(Sc1ccccc1)C(=O)NCC(c1ccco1)N1CCCCC1 (stereo unspecified)	-17	3	-5	17	2	-1	7	-7	0	2	-2
CSc1nc(N)c(C#N)c(-c2ccc(Cl)cc2)c1C#N	-20	-15	4	-2	32	-17	9	-16	5	-10	5
COCCn1c(C)c(C)c2c(NCCc3ccccc3)ncnc21	80*	23	-7	14	-59	47*	23	12	-20	26	-1
O=C(CSc1n[nH]c(-c2ccccc2)n1)Nc1ccccc1O	-6	3	-11	0	-1	12	6	-9	11	7	3
CC1=C(C(=O)N(C)C)CC(CC(=O)NC2CCCCC2)C(=O)N1CCCN1CCCC1=O (stereo unspecified)	-7	4	-7	5	1	8	5	25	0	11	9
CCOc1ccc(NC(=O)CN(C)C2=NS(=O)(=O)c3ccccc32)cc1	8	6	2	0	22	-10	-4	-13	-2	6	-2
O=C(Oc1ccc2c(c1)OCO2)c1ccc(F)cc1Cl	-63	-55	6	-7	-16	-37	-40	-73	-5	-32	0
COC(=O)c1ccc(Cn2nc(C)c(Cl)c2C)o1	-15	-9	-15	-2	9	8	-30	10	0	15	-5
CSCCC(NC(N)=O)C(=O)Nc1ccc(F)c(Cl)c1 (stereo unspecified)	-16	4	6	-4	-3	0	8	-30	0	17	5
CCOCCCNC(=O)CCS(=O)(=O)Cc1ccc(C)cc1	-2	4	-8	1	-14	-3	-6	-4	-1	10	8
O=C(c1cc(Sc2ccc(Cl)cc2)nc2ccccc12)N1CCN(c2ccccn2)CC1	25	8	2	0	22	-15	-6	22	-2	0	-1
Cc1cc(C)c2nc(N3CCCN(C(=O)c4ccco4)CC3)c(C#N)cc2c1	-3	-14	-3	5	-8	5	11	-3	-5	2	11
Cc1cc(C(=O)COC(=O)COc2ccccc2C#N)c(C)n1CC1CCCO1 (stereo unspecified)	-5	-2	10	-2	7	22	-6	-21	2	-32	2
CCC/C(=C1/c2ccccc2C(=O)N1c1ccccc1)c1ccc2c(c1)OCO2	4	-14	-3	-7	-28	12	19	4	10	-18	-7
CCOCCCNC(=O)Cn1cnc2c(cnn2-c2ccc(F)cc2)c1=O	6	2	0	-8	-1	-3	-2	-12	-5	-9	3
Cc1ccc(NC(=O)CCC(=O)c2cccs2)c(Br)c1	-22	-53	-7	17	-16	-38	-63	-56	-11	-64	0
COc1ccc(OC)c(S(=O)(=O)N2CCC(C(=O)N3CCN(c4ccc(F)cc4)CC3)CC2)c1	22	-7	-7	-5	21	25	-2	24	-4	-5	-3
C=CCNCCOCCOc1ccc(Cl)cc1C(C)(C)C	-3	9	2	-2	27	0	-7	11	-2	10	20
Cc1c(NC(=O)C(C)OC(=O)CNC(=O)c2ccccc2)c(=O)n(-c2ccccc2)n1C (stereo unspecified)	11	-36	-3	8	-13	1	-9	-1	2	2	-8
CN(C)CCNc1nc2sc3c(c2c(=O)n1Cc1ccccc1)CCCCC3	-46	-1	3	57*	-18	12	5	-4	-5	8	16
Cc1ccccc1OCCCC(=O)NC1CCCCC1	-24	-11	0	-4	-24	-5	2	-4	-9	-14	1
C/C=C/Cn1c(Br)nc2c1c(=O)n(C)c(=O)n2C	-4	3	-3	2	10	7	-3	-15	8	1	2
COc1ccc(S(=O)(=O)N2CCCCC2)cc1NC(=O)C1CSC2(C)CCC(=O)N12 (stereo unspecified)	-15	-20	4	-14	-13	-7	11	-12	2	9	7
CCSc1ccc(-c2cccc([N+](=O)[O-])c2)nn1	-15	-76	-2	-2	-32	-23	-58	-33	1	-43	3
O=C(c1ccc(S(=O)(=O)N2CCOCC2)cc1)N1CCN(C2=NS(=O)(=O)c3ccccc32)CC1	0	9	-2	-4	0	5	-32	-12	3	0	2
CC(NC(=O)COC(=O)CNC(=O)c1ccc(-c2ccccc2)cc1)c1ccccc1 (stereo unspecified)	-5	-14	3	2	-7	1	14	-21	2	-12	-4
O=C(COC(=O)c1cc(S(=O)(=O)N2CCOCC2)ccc1F)Nc1c(Cl)cccc1C(F)(F)F	-10	-21	-9	3	-32	11	-17	-1	-2	16	-4
CCN(CC(=O)NC1CCCCCC1)S(=O)(=O)c1ccccc1	-18	2	-15	-2	13	-11	3	-26	-13	17	0
C=CCC1(O)C(=O)Nc2ccccc21 (stereo unspecified)	4	-13	-10	1	-8	0	-13	18	-2	-3	6
O=[N+]([O-])c1ccccc1Nc1ccccc1	-1	3	-6	2	4	-7	0	-8	-3	10	5
C/C(=N\NC(=O)c1cccc(Br)c1)c1ccc(Br)cc1	-24	-62	-2	-1	-4	-41	-39	-28	1	-10	4
COc1ccc(NC(=O)CSc2nccn2Cc2ccco2)c(OC)c1	-5	-20	-11	-1	-7	7	-4	-45	-18	-38	-2
CC1Cn2c(nnc2-c2cccc(Cl)c2)S1 (stereo unspecified)	-8	6	-9	-2	13	6	-8	-38	-5	13	7
Cc1cccc(NC(=S)NCCc2ccc(Cl)cc2)c1C	-23	-1	-4	30	72*	6	-3	10	-4	-1	-2
Cc1csc(C)[n+]1CC(=O)c1ccccc1	-2	-4	8	-11	-7	-9	3	2	-22	-1	4
CCOC(=O)N1CCC(N2Cc3cccc(C(=O)N4CC(C)CC(C)C4)c3C2=O)CC1 (stereo unspecified)	-4	-7	-15	-5	-8	-20	-5	-4	2	3	-3
CCOC(=O)c1sc(/N=C/N(C)C)c(C(=O)OCC)c1C	-11	-17	-9	-8	2	-20	-5	-3	-6	-3	-5
Cn1nccc1C(=O)N1CCOCC1	2	-14	-1	-4	-8	10	-21	-12	-6	5	3
O=C(NC(Cc1c[nH]c2ccccc12)C(=O)O)c1ccco1 (stereo unspecified)	-19	-5	-6	-2	9	-16	20	21	8	5	-3
COc1ccccc1C(O)c1ncc(-c2ccccc2C)[nH]1 (stereo unspecified)	-17	5	5	-1	-18	-3	21	-27	nt	-9	3
OC[C@H]1O[C@@](CO)(O[C@H]2O[C@H](CO)[C@@H](O)[C@H](O)[C@H]2O)[C@@H](O[C@H]2O[C@H](CO)[C@@H](O)[C@H](O)[C@H]2O)[C@@H]1O	7	14	-6	3	13	-22	-19	10	-3	-2	4
CCc1ccc(NC(=S)N2CCCC2)cc1	-37	-85	-5	-3	6	-35	-76	-40	-7	-98	-4
O=c1[nH][nH]c(-c2ccccc2O)c1C(C[N+](=O)[O-])c1ccc(Br)cc1 (stereo unspecified)	12	1	0	10	31	-6	35	33	-10	9	-14
COc1ccc(OC)c(NC(=S)NCc2cccnc2)c1	3	-2	-1	-2	-4	9	45	-5	-6	12	6
Cc1cc(C(=O)NC(C)C2CC2)c(Cl)cc1Cl (stereo unspecified)	-12	4	-11	-11	-5	18	-5	6	-7	-11	-4
Cc1nc(-c2ccccc2)sc1C1(C)CC(c2c(Cl)cccc2Cl)=NO1 (stereo unspecified)	-35	-4	-5	0	6	1	-22	8	-8	-7	0

Rewritten with two lines to a compound: part of the list above.
Second line of a record – TROY signal inh | SRC1 inh | NOD2 RIPK2 PPI | Exocytosis inh | TWEAK-Fn14 inh | NR2F2 inh | LRH-1 inv ag | SRC2 inh | TLR9-MyD88 inh | NCOA3 inh | ABHD5 PLIN5 PPI
- CCOC(=O)N1CCC(N2Cc3cccc(C(=O)N4CC(C)CC(C)C4)c3C2=O)CC1 (stereo unspecified)
→ -4 | -7 | -15 | -5 | -8 | -20 | -5 | -4 | 2 | 3 | -3
- CCOC(=O)c1sc(/N=C/N(C)C)c(C(=O)OCC)c1C
→ -11 | -17 | -9 | -8 | 2 | -20 | -5 | -3 | -6 | -3 | -5
- Cn1nccc1C(=O)N1CCOCC1
→ 2 | -14 | -1 | -4 | -8 | 10 | -21 | -12 | -6 | 5 | 3

Later entries
SMILES	TROY signal inh	SRC1 inh	NOD2 RIPK2 PPI	Exocytosis inh	TWEAK-Fn14 inh	NR2F2 inh	LRH-1 inv ag	SRC2 inh	TLR9-MyD88 inh	NCOA3 inh	ABHD5 PLIN5 PPI
CCC(=O)N1CCc2cc(S(=O)(=O)CCC(=O)N3CCN(c4ccccc4)CC3)ccc21	11	0	-1	-5	3	10	-7	-11	-17	7	7
O=C(Nc1ccc(Cl)cc1)C1C2C=CC3(O2)C1C(=O)N(CCCN1CCCCC1)C3C(=O)NC1CCCCC1 (stereo unspecified)	5	-38	-8	-3	18	8	-5	-8	4	-4	2
C[C@H](CO)N1C[C@H](C)[C@@H](CN(C)S(=O)(=O)c2cccs2)Oc2ccc(NS(=O)(=O)c3ccccc3)cc2CC1=O	-1	-10	-2	2	11	-8	-15	2	-14	9	2
CN1CCc2c(C#N)c(N3CCOCC3)nc(NCC3CCCO3)c2C1 (stereo unspecified)	-10	-5	-4	4	-2	2	1	20	nt	6	-46
Cc1ccc(S(=O)(=O)NCC(c2cccnc2)N2CCOCC2)cc1 (stereo unspecified)	-10	-1	4	0	-1	-10	-8	-6	-9	5	2
COc1cc(N)c(Cl)cc1C(=O)OCC(=O)Nc1ccc(N2CCOCC2)cc1	-2	-3	0	7	3	-5	35	-14	-9	25	7
Cc1cccc(NC(=S)Nc2cccc(C(F)(F)F)c2)n1	6	1	1	0	-31	-11	0	13	-4	8	-12
O=C1NC2(CCCCCCC2)C(=O)N1Cc1ccc(F)cc1	0	-22	-10	1	-2	5	4	-2	10	18	4
CCc1cc(Cn2nc(-c3ccccc3)cc2C(=O)NCC2CC2)on1	-9	-2	3	-1	-4	3	6	-19	-1	-6	2
COc1ccc(COC(=O)C2=C(C)NC(=O)NC2c2ccccc2F)cc1 (stereo unspecified)	35	-4	-3	-5	0	5	-5	13	-5	9	-10
CCc1cccc(NC(=O)CCCN2C(=O)NC(C)(C)C2=O)c1	-4	-1	4	-3	2	-3	-6	19	5	-9	-3
[O-][n+]1ccc(OCc2ccccc2)cc1	6	-19	-9	1	-8	-1	-10	10	-1	8	4
CC1=C(C(=O)OC2CCCCC2)C(c2ccco2)C2=C(CC(C)(C)CC2=O)N1 (stereo unspecified)	-6	0	2	-7	15	17	-7	-1	3	8	-5
Cc1ccc(NC(=S)NCCO)c(C)c1	12	-8	-6	-1	-7	1	-3	-10	-5	-6	1
NC(=O)CSc1nnc(NC(=O)c2ccc3ccccc3c2)s1	-18	-151	-9	2	-9	-38	-105	-64	-9	-130	5
N#Cc1ccccc1Cn1c(=O)n(CCC(=O)NCc2ccco2)c(=O)c2ccccc21	-4	3	-13	1	-7	-14	7	16	3	26	6
CN[C@@H](C)C(=O)NC[C@H]1O[C@@H](n2cnc3c(=O)[nH]c(N)nc32)[C@H](O)[C@@H]1O	-3	-13	-8	-3	2	4	1	-9	nt	-4	-11
